Screens (PubChem BioAssay)
NPY2 pot ag – potentiates or activates human NPY-Y2 receptor; P49146; cells expressing NPY-Y2, potentiator/agonist read-out; activation, % at 3.6 µM; 220,000 tested, 0.45% active; in the data active = activation above about 27%;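 note: cells stimulated with NPY near EC25 plus isoproterenol at EC100; 0% = vehicle plus submaximal agonist and 100% = vehicle plus saturating agonist; some results beyond the cut were filed as inactive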
p97 inhibitor – inhibitors of human p97 ATPase; P55072; recombinant p97 ATPase, Kinase-Glo ATP luminescence, 3 h; inhibition, % at 8 µM; 220,000 tested, 0.42% active; in the data active = inhibition above about 15%;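 note: 0% = DMSO vehicle and 100% = wells lacking enzyme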
NPY Y1 blocker – antagonists of human neuropeptide Y receptor Y1 | inhibition, % at 3.6 µM | 200,000 tested, 1% active | P25929 | HEK293-CNG Y1 cells, membrane potential fluorescence; NPY at EC95, then isoproterenol;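 active = inhibition above the campaign mean inhibition of all tested compounds plus 3 SD, cut at about 20% in these data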;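 note: 0% = DMSO wells given NPY plus isoproterenol and 100% = isoproterenol alone without NPY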
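Test system: HEK293 cells co-expressing NPY Y1 receptor and cyclic-nucleotide gated channel; Also added: NPY (25 nM), isoproterenol (1 µM), Ro 20-1724 (25 µM); Compound dosing: one concentration, 3.6 µM, in 0.4% DMSO; Timing: dye 3 h, compound 60 min room temperature, stimulation 45 min; Technique: Membrane-potential fluorescent dye readout.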
NPY1 pot ag – potentiators or agonists of human neuropeptide Y receptor Y1; activation, % at 3.6 µM; NPY-Y1 expressing cells, potentiator/agonist activation; 220,000 tested, 0.37% active; P25929; AID 1304; in the data active = activation above about 33%, passing the limit was not always enough;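 note: cells stimulated with NPY at EC10 then isoproterenol at EC100; 0% = low agonist plus stimulus and 100% = saturating agonist plus stimulus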
S1P4 antag – antagonists of human S1P4 receptor. inhibition, % at 4.98 µM. S1P4-expressing cells, antagonist mode, reporter read-out. O95977. 220,000 tested, 0.26% active; in the data active = inhibition above about 29%;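 note: 0% = wells stimulated with agonist and 100% = vehicle wells without agonist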
EP2 mod – modulates human prostaglandin E2 receptor EP2 signaling; P43116; EP2-expressing cells, cAMP HTRF FRET, PGE2 co-stimulation; induction, % at 25 µM; 260,000 tested, 0.83% active; AID 940;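 active = compounds whose cAMP rise, as percent of the full-agonist control response, exceeds 60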;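 note: rat C6 glioma line stably carrying human EP2 under a CMV promoter; the protocol text gives 20 µM as final concentration; 100% = response of wells given 1 µM PGE2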
S1P4 agonist – human S1P4 receptor agonism; O95977; S1P4-expressing cell line, agonist reporter assay; activation, % at 4.98 µM; 220,000 tested, 0.35% active; AID 1509; in the data active = activation above about 11%;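 note: 0% = DMSO vehicle and 100% = reference agonist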
PGE2 EP2 inh – blocks the human prostaglandin E2 receptor EP2; P43116; C6 glioma cells expressing human EP2, cAMP TR-FRET; cells stimulated with saturating PGE2; inhibition, % at 25 µM; 260,000 tested, 0.52% active;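 active = percent inhibition above 40 after rounding to a whole number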;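 note: rat C6 glioma host cells with rolipram phosphodiesterase inhibitor present; the protocol text gives 20 µM as final concentration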
eIF4E-4G inh – eIF4E/eIF4G interaction inhibition in translation initiation; P63073+Q04637; TR-FRET eIF4E-eIF4GI(517-606) binding, 2 h; inhibition, % at 21.7 µM; 220,000 tested, 0.37% active; AID 782;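 active = inhibition above about 30%, limit read from the data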;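 note: 0% = full FRET control wells and 100% = background wells lacking eIF4GI fragment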
Target sequence (P63073 whole entry, looked up, the tested form may be a part): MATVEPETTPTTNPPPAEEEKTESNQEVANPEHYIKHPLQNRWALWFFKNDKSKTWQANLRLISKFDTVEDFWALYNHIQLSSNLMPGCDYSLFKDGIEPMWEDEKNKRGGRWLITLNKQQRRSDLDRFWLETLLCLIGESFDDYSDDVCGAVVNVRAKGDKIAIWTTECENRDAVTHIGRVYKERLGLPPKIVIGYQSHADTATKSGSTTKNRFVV
Target sequence (Q04637 whole entry, looked up, the tested form may be a part): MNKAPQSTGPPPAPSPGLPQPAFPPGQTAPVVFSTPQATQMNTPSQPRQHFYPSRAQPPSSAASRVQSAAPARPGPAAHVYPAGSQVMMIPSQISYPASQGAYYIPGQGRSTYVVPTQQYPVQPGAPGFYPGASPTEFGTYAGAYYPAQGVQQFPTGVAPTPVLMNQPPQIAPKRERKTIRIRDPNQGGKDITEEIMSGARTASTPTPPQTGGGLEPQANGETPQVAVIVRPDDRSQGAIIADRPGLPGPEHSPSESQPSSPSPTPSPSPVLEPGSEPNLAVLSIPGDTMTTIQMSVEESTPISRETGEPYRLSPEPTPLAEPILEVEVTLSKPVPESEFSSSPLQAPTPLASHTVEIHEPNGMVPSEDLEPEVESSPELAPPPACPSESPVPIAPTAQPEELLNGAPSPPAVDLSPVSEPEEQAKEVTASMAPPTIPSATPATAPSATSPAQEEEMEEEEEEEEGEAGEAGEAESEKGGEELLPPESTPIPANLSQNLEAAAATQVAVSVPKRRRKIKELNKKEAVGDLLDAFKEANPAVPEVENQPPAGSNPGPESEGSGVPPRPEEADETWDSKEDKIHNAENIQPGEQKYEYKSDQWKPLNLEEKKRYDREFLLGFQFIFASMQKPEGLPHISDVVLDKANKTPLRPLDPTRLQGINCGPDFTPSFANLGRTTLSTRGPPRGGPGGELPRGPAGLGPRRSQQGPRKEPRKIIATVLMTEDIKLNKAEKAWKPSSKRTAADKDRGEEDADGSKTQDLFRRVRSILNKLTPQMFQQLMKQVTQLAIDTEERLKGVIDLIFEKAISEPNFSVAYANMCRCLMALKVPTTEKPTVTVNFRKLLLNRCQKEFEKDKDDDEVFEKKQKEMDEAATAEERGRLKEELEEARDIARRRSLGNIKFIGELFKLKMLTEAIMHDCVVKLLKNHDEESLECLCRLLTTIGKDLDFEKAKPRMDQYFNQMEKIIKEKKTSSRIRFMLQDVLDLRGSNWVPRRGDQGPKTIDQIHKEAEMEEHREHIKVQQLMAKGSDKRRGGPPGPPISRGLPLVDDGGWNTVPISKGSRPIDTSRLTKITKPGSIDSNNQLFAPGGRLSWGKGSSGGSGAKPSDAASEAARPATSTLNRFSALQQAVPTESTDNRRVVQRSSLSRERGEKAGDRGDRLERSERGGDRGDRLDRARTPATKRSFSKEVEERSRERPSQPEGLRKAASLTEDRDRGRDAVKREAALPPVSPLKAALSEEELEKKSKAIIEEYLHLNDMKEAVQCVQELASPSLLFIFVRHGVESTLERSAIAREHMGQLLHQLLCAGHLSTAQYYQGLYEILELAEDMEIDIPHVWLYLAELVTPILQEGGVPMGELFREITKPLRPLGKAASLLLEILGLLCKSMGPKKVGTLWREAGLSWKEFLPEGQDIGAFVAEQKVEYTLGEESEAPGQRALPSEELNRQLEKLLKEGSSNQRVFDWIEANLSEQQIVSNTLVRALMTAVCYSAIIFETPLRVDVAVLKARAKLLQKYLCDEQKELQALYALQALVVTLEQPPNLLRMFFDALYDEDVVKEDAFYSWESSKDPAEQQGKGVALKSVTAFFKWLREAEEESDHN
* = called active by the depositor; nt = not tested or not shown; [ ] = another dose, or the depositor's remark.

Key to letters: A = NPY2 pot ag; B = p97 inhibitor; C = NPY Y1 blocker; D = NPY1 pot ag; E = S1P4 antag; F = EP2 mod; G = S1P4 agonist; H = PGE2 EP2 inh; I = eIF4E-4G inh
CSc1ccccc1C(=O)Nc1cccc(C(C)O)c1 (stereo unspecified)
  A: -4	B: -4	C: -4	D: -5	E: -10	F: 22	G: 1.0	H: 0	I: 0
Cc1cccc(/C=N/NC(=O)c2cccc([N+](=O)[O-])c2)n1
  A: -6	B: 2	C: -1	D: 5	E: -1	F: -30	G: -0.9	H: 4	I: 0
N#CC(C#N)=c1ccc2c(c1)NC1(CCCCC1)N=2
  A: 44*	B: -11	C: -13	D: 41*	E: 4	F: -23	G: -0.8	H: 26	I: -9[fluorescence artefact?]
Cc1cc(N2CC(C(=O)NCc3cccnc3)CC2=O)ccc1C(C)C (stereo unspecified)
  A: -2	B: -1	C: nt	D: 10	E: -4	F: 5	G: -1.2	H: 8	I: -2
O=C(c1cccs1)N1CCN(c2nnc(-c3ccccc3)c3ccccc23)CC1
  A: -11	B: 0	C: 9	D: 4	E: -21	F: 13	G: -0.6	H: 7	I: 4
CCCC(NC(=O)c1ccccc1)c1nc2ccccc2n1Cc1ccc(C(=O)OC)o1 (stereo unspecified)
  A: 0	B: 5	C: 2	D: -1	E: 4	F: 8	G: 1.9	H: 10	I: 0
CCOC(=O)c1c(C)sc2c1N(C(=O)CN(CC)CC)c1cc(Cl)ccc1S2
  A: -5	B: -4	C: 14	D: -24	E: -4	F: 25	G: 1.2	H: 10	I: -6
COc1ccc(S(=O)(=O)N2CCN(C(=O)CCC3CCCC3)CC2)cc1
  A: 7	B: -7	C: 0	D: 14	E: -8	F: -21	G: 0.4	H: 10	I: -1
Cc1c(Br)c([N+](=O)[O-])nn1CCCC(=O)Nc1c(C)n(C)n(-c2ccccc2)c1=O
  A: 6	B: 2	C: 1	D: 18	E: -4	F: 22	G: 0.3	H: 11	I: 2
Cc1ccc(NC(=O)C(c2ccccc2)N(C)C)cc1Cl (stereo unspecified)
  A: -10	B: 8	C: 14	D: 0	E: 34*	F: -29	G: 0.4	H: 6	I: -5
COc1ccc(Cl)cc1NC(=S)NNC(=O)CC(C)C
  A: -7	B: 5	C: 1	D: 3	E: 2	F: -29	G: -0.5	H: 3	I: -2
CN(Cc1cn(C)nc1-c1ccccc1F)CC1CCCCO1 (stereo unspecified)
  A: -3	B: 0	C: 4	D: 9	E: -6	F: -2	G: -1.2	H: 3	I: -1
COc1cc(OC)cc(-c2cc3nc(C)cc(N4CCN(C(=O)c5ccco5)CC4)n3n2)c1
  A: -8	B: -6	C: 5	D: -1	E: 5	F: 0	G: -1.6	H: nt	I: -7
CC1CCN(c2cc(N)c(Cl)cc2[N+](=O)[O-])CC1
  A: 6	B: -3	C: -3	D: -5	E: -18	F: -2	G: 4.7	H: 10	I: -1
O=C(O)CN1C(=O)C2C3CC(C2C1=O)C1C(c2ccc(Cl)cc2)c2sc(=O)[nH]c2SC31 (stereo unspecified)
  A: -3	B: 6	C: -6	D: 12	E: -11	F: 29	G: 0.6	H: 9	I: -1
O=C(c1cc2sccc2n1Cc1ccc(F)cc1)N1CCCc2ccccc21
  A: -10	B: 3	C: 24*	D: -30	E: 15	F: 73*	G: -2.6	H: 12	I: -1
Cc1ccc(CSc2nnc(-c3ccccn3)n2C)cc1
  A: 8	B: 0	C: 3	D: -4	E: -27	F: 15	G: 2.4	H: 3	I: 2
Cc1ccc2c(c1)c1c(n2CC(O)CNC2CCCCC2)CCCC1 (stereo unspecified)
  A: 13	B: -2	C: 1	D: 14	E: -2	F: 5	G: -2.5	H: 9	I: 2
Cc1ccc(S(=O)(=O)NC(=O)NCc2ccccn2)cc1
  A: 20	B: 3	C: -9	D: -8	E: -21	F: 15	G: 1.2	H: 6	I: 3[fluorescence artefact?]
C/C(=N\Nc1ccc(C(F)(F)F)cn1)c1ccc(S(=O)(=O)NCc2ccco2)cc1
  A: 6	B: -3	C: -4	D: 12	E: -22	F: -8	G: 0.4	H: 2	I: -14
CC(C)Cn1cnc2c1c(=O)n(CC(=O)N(C)C)c(=O)n2Cc1ccccc1
  A: -6	B: -2	C: -2	D: -4	E: -26	F: -5	G: 0.0	H: 13	I: 0
COc1cccc(NC(=O)C2CC(=O)N(C)C(=Nc3cccc(F)c3)S2)c1 (stereo unspecified)
  A: 12	B: 5	C: -4	D: 26	E: -6	F: -43	G: -2.2	H: 7	I: 6
COCCC1CCCCN1C(=O)c1cccc(OC2CCN(C3CCCC3)CC2)c1 (stereo unspecified)
  A: -8	B: -1	C: 0	D: -10	E: -4	F: -9	G: 0.0	H: 12	I: -1
COc1cc(C(=O)Nc2ccc(S(=O)(=O)N3CCCCC3C)cc2)cc(OC)c1OC (stereo unspecified)
  A: -13	B: -9	C: -4	D: -8	E: 4	F: -16	G: 1.5	H: 0	I: 1
CCCNC(=O)CSc1nccn1Cc1ccc(OC)cc1
  A: 0	B: 1	C: 1	D: -2	E: -6	F: 14	G: -0.8	H: 15	I: -1
CC1CC(=O)NN=C1c1ccc(N)c([N+](=O)[O-])c1 (stereo unspecified)
  A: -18	B: -2	C: 65*	D: -69	E: -16	F: 10	G: 0.9	H: 2	I: 0
Cc1ccc(CCNC(=O)C2CCC(=O)N2C(C)C)cc1 (stereo unspecified)
  A: 4	B: 4	C: -1	D: 11	E: -12	F: 3	G: 0.1	H: 6	I: -12
c1ccc2nc3c(cc2c1)CCCCC3
  A: -20	B: 10	C: nt	D: 1	E: -5	F: 4	G: -1.9	H: 4	I: -3
Cc1cc(NC(=O)C2C3C(=O)N(Cc4ccc(Cl)cc4)C(C(=O)NC(C)(C)C)C34C=CC2(C)O4)no1 (stereo unspecified)
  A: 14	B: 3	C: 3	D: 11	E: -2	F: 3	G: -0.7	H: nt	I: 1
CCN1CCN(CC(=O)N2CCCC(C(=O)c3ccc(Oc4ccccc4)cc3)C2)CC1 (stereo unspecified)
  A: -13	B: 0	C: 9	D: -20	E: 6	F: -38	G: 1.6	H: 17	I: 5
FC(F)(F)c1cc(-c2ccccc2)nc(NC2CCCC2)n1
  A: 1	B: 4	C: -6	D: -13	E: 11	F: 21	G: -3.8	H: 9	I: 9
COc1ccc(C)cc1S(=O)(=O)N(C)CC(=O)NC1CCCCCC1
  A: 2	B: 1	C: -2	D: 28	E: -8	F: -17	G: -0.2	H: 10	I: 1
COc1ccc(CCNC(=O)CSc2nnc(-c3ccc(F)cc3)c3ccccc23)cc1OC
  A: -4	B: -1	C: -1	D: -29	E: -15	F: 39	G: 1.0	H: 9	I: -1
CCNC(=S)N/N=C(\C)c1cc2ccccc2o1
  A: 9	B: 5	C: 2	D: -4	E: -12	F: 10	G: -3.2	H: 9	I: 3
O=C(OCCN1C(=O)c2ccccc2C1=O)c1cc(S(=O)(=O)N2CCOCC2)ccc1Cl
  A: -6	B: -8	C: -3	D: -5	E: -10	F: -7	G: 0.7	H: 7	I: 2
COc1ccccc1NS(=O)(=O)c1cccc(C(=O)N/N=C/c2ccc(C)o2)c1
  A: -15	B: 0	C: -3	D: -18	E: -19	F: -22	G: -1.3	H: 6	I: -2
CC(C)NS(=O)(=O)c1ccc(CCC(=O)Nc2ccc3c(c2)OCCO3)cc1
  A: 0	B: -3	C: 2	D: -8	E: -5	F: 8	G: 0.6	H: 1	I: -1[fluorescence artefact?]
CCCC(=O)c1cc(-c2nc3ccccc3n2C)n(C)c1
  A: -17	B: -3	C: 7	D: -12	E: -12	F: 7	G: 2.2	H: 9	I: 5
O=C(O)c1cccc(Cl)n1
  A: 3	B: -2	C: nt	D: 20	E: -5	F: 3	G: 0.4	H: 8	I: -2
C=CCn1c(=O)c2ccccc2n2c(SCC(=O)Nc3cc(C)on3)nnc12
  A: -1	B: 3	C: 6	D: -4	E: -19	F: 2	G: -0.3	H: 13	I: 2[fluorescence artefact?]
COc1ccc(-c2nnc3ccc(SCC(N)=O)nn23)cc1OC
  A: 5	B: 4	C: -1	D: 12	E: -12	F: 2	G: 1.5	H: 4	I: -1
Cc1cccc2nc(CSc3ccc(Cl)cc3)cn12
  A: -9	B: -1	C: 6	D: -8	E: 5	F: -3	G: -1.1	H: 10	I: -3
COc1ccc(OC)c(NC2=C(Cl)C(=O)N(Cc3ccccc3)C2=O)c1
  A: -5	B: 8	C: 5	D: -17	E: -1	F: 16	G: -1.3	H: 1	I: 2
COCCSc1nc(N)c2c3c(sc2n1)CN(C)CC3
  A: -8	B: 5	C: nt	D: -10	E: -7	F: 8	G: 1.1	H: 10	I: -1
Cc1cccc(Oc2ccc(Cl)cc2N)c1
  A: -28	B: -6	C: 3	D: 1	E: 7	F: 52	G: 0.8	H: 4	I: 0
OCCC1CN(Cc2nc3ccc(F)cc3[nH]2)CCN1C1CCCC1 (stereo unspecified)
  A: -28	B: -1	C: nt	D: -5	E: -3	F: -14	G: 2.4	H: 7	I: 0
CC(=O)Nc1ccc(CN2CCC(CO)(CCOc3ccccc3)CC2)cc1
  A: -15	B: 2	C: 1	D: -1	E: -5	F: -9	G: 1.1	H: 3	I: 2
CC(C)(C)c1ccc(-c2nn(CCC#N)cc2/C=N/O)cc1
  A: 14	B: 1	C: -5	D: 2	E: -11	F: -48	G: 1.1	H: 4	I: 2
CCCC(=O)Nc1ccccc1NC(=O)c1ccc(OCC)cc1
  A: 2	B: -1	C: 0	D: 11	E: -10	F: -27	G: 2.1	H: 1	I: 0
CCN(CC)c1ccc(/C=N/N2CCN(Cc3ccc(Cl)cc3)CC2)c(O)c1
  A: 6	B: -8	C: nt	D: -2	E: 0	F: -7	G: 0.6	H: 5	I: 8
O=C(COC(=O)c1ccc2c(c1)S(=O)(=O)N=C1CCCCCN12)NCCc1ccc(F)cc1
  A: -8	B: 6	C: -8	D: -3	E: -2	F: -49	G: -0.8	H: 9	I: 4

A portion of the library; count on the stated rates, not on these rows.
